Screens deposited in PubChem BioAssay by several laboratories.
Rac1 GTP hydrolysis: MgcRacGAP GTPase-activating activity inhibitors, confirmation, biochemical, ADP Hunter fluorescence | AID 624330 | one-dose inhibition, % at 30 µM; IC50 in µM for titrated hits | 0.6% of 340,000 active | MgcRacGAP-stimulated Rac1 GTP hydrolysis, ADP Hunter fluorescence; higher % means a stronger effect; GST-tagged Rac1 F28L mutant substrate;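 active = first-screen hits whose inhibition reached a set limit at any dose in the follow-up dose series; inconclusive = inhibition above the set first-screen limit but never retested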;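 also: fluorescence reports GDP produced by GAP-driven GTP hydrolysis; strong numbers were not always called active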
Large T inhibition: TAg ATPase/helicase activity blockers – biochemical (AID 1903); 0.39% of 310,000 active; one-dose inhibition, % at 20 µM; IC50 in µM for titrated hits; SV40 large T antigen ATPase/helicase inhibition assay; higher % means a stronger effect; in the data active = a potency from the dose series; inconclusive = inhibition mostly from about 32% at the one dose, without a potency; inactive = the rest, 99 in 100 with inhibition below about 32%; also: strong numbers were not always called active
RSV CPE inhibition: inhibition of RSV-induced cytopathic effect – HEp-2 cells, primary 10 µM value included (AID 2391); HEp-2 cells, RSV-induced CPE inhibition; higher % means a stronger effect; CPE inhibition, % at 10 µM; hits with a dose series show IC50 in µM; 0.13% of 310,000 active; in the data active = a potency from the dose series; inconclusive = CPE inhibition mostly from about 23% at the one dose, without a potency; inactive = the rest, 99 in 100 with CPE inhibition below about 21%; also: strong numbers were not always called active
HIV fusion peptide: cell-free HIV fusion peptide-binding blockers – biochemical, uHTS, fluorescence dequenching, primary screen (AID 1986). cell-free peptide binding, fluorescence dequenching, 30 min; higher % means a stronger effect. one-dose inhibition, % at 20 µM; IC50 in µM for titrated hits. 0.3% of 290,000 active; in the data active = inhibition mostly above about 52%, no sharp cut-off; inactive = mostly below about 76%; also: some results filed as inactive read as strong as hits
K1F lysis inhibition: protection from phage-mediated lysis, alamar blue read-out – E. coli UTI89, K1F phage, bacterial capsule biogenesis inhibitors (AID 488966); E. coli UTI89 K1F phage lysis, alamar blue, 2 h; higher % means a stronger effect; inhibition, % at 100 µM; hits with a dose series show IC50 in µM; 0.02% of 340,000 active;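 active = phage lysis inhibition, versus mean bacterial control, above a set limit; inconclusive = no clear call, values can overlap the other calls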;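 also: capsule biogenesis inhibitors block K1F phage lysis so surviving cells raise fluorescence; higher fluorescence means more inhibition of phage lysis; actives were called in the ten point dose series up to 300 µM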
GPR35 antagonists: inhibition of zaprinast-stimulated GPR35 beta-arrestin translocation – imaging, U2OS, beta-arrestin-GFP, zaprinast agonist, primary screen (AID 2058); U2OS GPR35 beta-arrestin-GFP translocation imaging, zaprinast antagonism; higher % means a stronger effect; one-dose inhibition, % at 10 µM; IC50 in µM for titrated hits; 0.052% of 290,000 active;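 active = inhibition of at least 50% with at least 30 cells and total cytoplasm GFP at most 10,000,000; inconclusive = under 30 cells or total GFP of 10,000,000 plus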
Dengue-2 NS5 capping: flavivirus cap methylation enzyme inhibition – biochemical, confirmation dose response, primary screen (AID 588689). Dengue-2 NS5 methyltransferase capping enzyme assay, biochemical; higher % means a stronger effect. one-dose inhibition, % at 25 µM; IC50 in µM for titrated hits. 0.3% of 340,000 active; in the data active = a potency from the dose series; inconclusive = inhibition above about 29% without an active follow-up result
GPR55 antagonists: inhibition of LPI-stimulated GPR55 beta-arrestin translocation – imaging, U2OS, beta-arrestin-GFP, LPI agonist, primary screen (AID 2013); U2OS GPR55 beta-arrestin-GFP translocation imaging, LPI antagonism; higher % means a stronger effect; 0.13% of 290,000 active; one-dose inhibition, % at 10 µM; IC50 in µM for titrated hits;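 active = spots per cell inhibited over 60%, with over 100 cells counted and total cytoplasm intensity under 500,000; inconclusive = wells with under 100 cells, flagged as likely toxic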;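 also: U2OS cells stably carrying GPR55 and arrestin-GFP stimulated by 5 µM LPI near EC80; imaged beta-arrestin-GFP aggregate spots per cell after agonist stimulation; plate controls were LPI-stimulated DMSO wells for no effect and DMSO wells without LPI for full effect; some results filed as inactive read as strong as hits; confirmed hits need IC50 under 10 µM and bright autofluorescent wells are also inconclusive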
Salmonella PhoP GFP: PhoP-dependent GFP reporter repression – Salmonella Typhimurium, primary screen (AID 1863); S. Typhimurium PhoP-regulated promoter GFP reporter, 4 h; higher % means a stronger effect; inhibition, % at 50 µM, or IC50 in µM where a hit was titrated; 0.16% of 300,000 active;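 active = inhibition over 29.93%, a cutoff 3 SD above the screen mean, later confirmed by dose response; inconclusive = inhibition over 29.93% but no dose response follow-up; inactive = inhibition at most 29.93% or unconfirmed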;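 also: 0% = low Mg2+ inducing control and 100% = high Mg2+ repressing control; strong numbers were not always called active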
Numbers without * were called inactive; ? = inconclusive; . = no result given; [ ] = remark or other dose.

SMILES	Rac1 GTP hydrolysis	Large T inhibition	RSV CPE inhibition	HIV fusion peptide	K1F lysis inhibition	GPR35 antagonists	Dengue-2 NS5 capping	GPR55 antagonists	Salmonella PhoP GFP
CC1CCc2c(sc(NC(=O)CCCn3cnc([N+](=O)[O-])n3)c2C(N)=O)C1 (centres undefined)	8%	11%	-0.6%	-1.8%	-1.4%[50 µM]	-17%	-5%	0%	0%
CCN(Cc1ccccc1)C(=O)CSc1ccccc1C(=O)O	7%	8%	-0.4%	0.6%	0.7%	5%	-15%	7%	-3%
CCNc1nc(NCC)nc(N(C)N)n1	-1%	10%	1.4%	-0.5%	0.8%	-5%	-3%	9%	21%
NC(=O)c1c(NC(=O)CSc2nc(N)cc(=O)[nH]2)sc2c1CCCC2	6%	11%	12%	5.4%	0.0%	-4%	2%	2%	-8%
CC(C(=O)NC1CCCCC1)N1C(=O)C2C3C=CC(C3)C2C1=O (centres undefined)	5%	4%	1.3%	2.5%	0.2%	1%	1%	7%	-6%
CN(C)c1cc(-c2ccccc2)nc(N)n1	9%	-5%	2.3%	0.8%	0.1%	14%	1%	-1%	1%
COC(=O)c1cc(=O)n(Cc2cccs2)c(=NCc2cccs2)s1	3%	5%	-1.2%	-0.8%	-1.5%	1%	-2%	5%	0%
Cc1ccc(OCCCn2ccnc2)cc1C	16%	7%	0.1%	0.0%	1.0%	-4%	0%	-9%	11%
O=c1[nH]ncc(N/N=C\c2cccnc2)c1Cl	3%	4%	8.5%	0.9%	2.8%[50 µM]	5%	-5%	4%	-2%
COc1cccc(C(=O)N/N=C/c2ccc(Oc3ccc([N+](=O)[O-])cn3)c(OC)c2)c1	2%	30%	1.7%	-3.5%	0.1%	4%	-19%	-10%	-2%
CSc1ccc(C(c2c(C)[nH][nH]c2=O)c2c(C)[nH][nH]c2=O)cc1	10%	?	-0.2%	-1.1%	0.4%	4%	-7%	-3%	0%
Nc1nc(Nc2ccccc2F)nc(NCc2ccco2)c1[N+](=O)[O-]	19%	11%	18%	0.2%	0.2%	-14%	0%	-20%	-11%
O=C(Nc1ccccc1)c1ccc(S(=O)(=O)N(CCO)CCO)cc1	7%	1%	2.3%	0.2%	0.4%	-10%	1%	6%	-8%
COC(=O)c1ccc(C(=S)N2CCCCC2)cc1	-3%	4%	2.7%	0.5%	0.3%	-1%	-2%	3%	-1%
COc1ccc(S(=O)(=O)N2CCOC2CNC(=O)C(=O)NCC(C)C)cc1 (centres undefined)	3%	1%	2.3%	1.8%	0.1%	1%	1%	17%	3%
O=c1c([N+](=O)[O-])c(NCCN2CCCCCC2)c2ccccc2n1-c1ccccc1	8%	10%	-1.7%	-4.4%	0.3%	-7%	-1%	13%	9%
COc1ccc(CN2CCNC(=O)C2CC(=O)N(C)CC2CCOCC2)cc1OC (centres undefined)	-3%	10%	2.5%	-1.6%	0.0%	-11%	5%	5%	4%
O=C1Nc2ccccc2C1=Nc1ccc(F)cc1	6%	8%	-0.6%	-1.9%	0.6%	7%	0%	5%	4%
COc1ccc(CC(=O)NCCCCc2ccccc2)cc1OC	7%	6%	.	.	0.9%	.	-5%	.	.
COc1ccccc1NS(=O)(=O)c1ccc(C)c(NS(=O)(=O)c2cc(C(=O)O)cc(C)c2C)c1	5%	1%	1.1%	4.1%	0.4%[50 µM]	-6%	-1%	12%	3%
O=C(Nc1ccccc1OC(F)F)c1ccccc1	7%	2%	-1.1%	0.8%	1.6%	-12%	2%	6%	2%
CC(C)(C)C(=O)COC(=O)c1cc(-c2ccncc2)nc2ccccc12	8%	6%	-0.9%	-1.2%	-1.5%	-11%	-1%	3%	-7%
O=C(NCCNC(=O)c1ccco1)c1ccc(Cl)c(Cl)c1	5%	4%	-1.0%	0.8%	0.2%	4%	-1%	0%	1%
CCC1CCCCN1CCCNC(=O)c1cc2c(Cl)nc3ccccc3c2s1 (centres undefined)	20%	3%	21%	0.1%	0.0%	3%	9%	-8%	15%
COc1cccc(CNC(=O)Cn2cc([N+](=O)[O-])cn2)c1	8%	14%	1.6%	-1.2%	0.1%	0%	-5%	-4%	-3%
CCc1noc(C)c1C(=O)OCC(=O)Nc1c(F)cccc1F	6%	22%	-0.7%	.	0.9%[50 µM]	.	-13%	.	-6%
CCCCCCCn1c(=N)n(CC(=O)c2ccco2)c2ccccc21	7%	2%	0.5%	0.6%	10.0%	7%	2%	27%	25%
COc1ccc(F)cc1S(=O)(=O)N1CCN(Cc2ccc3c(c2)OCO3)CC1	6%	6%	4.7%	0.5%	0.2%	-6%	-7%	6%	10%
N#CC1=C(N)Oc2n[nH]c(-c3ccccc3)c2C1c1cccnc1 (centres undefined)	3%	11%	1.6%	0.5%	0.2%	5%	5%	7%	2%
Cc1cccc(/N=C/c2c(O)[nH]c3ccccc23)n1	7%	1%	2.1%	17%	0.4%	0%	-2%	1%	-18%

Brought forward from above: three entries, followed by the next part.
SMILES	Rac1 GTP hydrolysis	Large T inhibition	RSV CPE inhibition	HIV fusion peptide	K1F lysis inhibition	GPR35 antagonists	Dengue-2 NS5 capping	GPR55 antagonists	Salmonella PhoP GFP
COc1ccc(F)cc1S(=O)(=O)N1CCN(Cc2ccc3c(c2)OCO3)CC1	6%	6%	4.7%	0.5%	0.2%	-6%	-7%	6%	10%
N#CC1=C(N)Oc2n[nH]c(-c3ccccc3)c2C1c1cccnc1 (centres undefined)	3%	11%	1.6%	0.5%	0.2%	5%	5%	7%	2%
Cc1cccc(/N=C/c2c(O)[nH]c3ccccc23)n1	7%	1%	2.1%	17%	0.4%	0%	-2%	1%	-18%
Cc1ccc2c(c1)c1c(c(=O)n(-c3ccccc3)c(=O)n1CC(=O)NCC1CCCO1)n2C (centres undefined)	11%	6%	1.2%	-1.2%	-0.1%	-1%	-7%	4%	-9%
CC1=C(C(=O)NC2CCCc3c2cnn3-c2cc(F)cc(F)c2)OCCO1 (centres undefined)	7%	4%	1.0%	-0.1%	0.7%[50 µM]	11%	-8%	6%	-2%
Cc1cccc(NC(=O)C(=O)NNC(=O)c2ccc(C(C)(C)C)cc2)c1	1%	-6%	?	4.1%	0.3%	-4%	8%	4%	4%
CNc1ccccc(C(=O)/C=C/c2ccccc2OC)c1=O	19%	36%	?	27%	1.7%[50 µM]	-3%	18%	6%	-20%
Cc1cc2c(cc1C)N(Cc1ccc(Cl)cc1)C1=NCCCN12	18%	20%	-1.3%	.	1.7%	.	-8%	.	.
Cc1ccc(NS(=O)(=O)c2cccc(C(=O)NCC(c3cccs3)N(C)C)c2)cc1 (centres undefined)	5%	25%	-3.0%	-1.4%	0.2%	-14%	-5%	2%	1%
CC(C)(C)c1ccc(C(=O)NNC(=O)Cc2ccccc2)cc1	13%	10%	-0.7%	0.7%	0.8%	-10%	-4%	-5%	-4%
CSc1n[nH]c(-c2sccc2OCc2ccc(C)cc2)n1	4%	2%	19%	-3.2%	-0.1%	-11%	-1%	12%	16%
CC(=O)C1=C(O)C(=O)OC1c1ccc(Cl)cc1 (centres undefined)	-6%	5%	0.7%	-0.6%	-2.3%	-15%	-3%	9%	0%
COc1cc(C(=O)c2c(C)c(CCC#N)n3ccccc23)cc(OC)c1OC	6%	11%	-2.2%	-1.3%	0.1%	-7%	-1%	-34%	3%
O=C(NC1CCN(S(=O)(=O)c2ccc(F)cc2)CC1)C1CCCCC1	8%	10%	0.1%	-1.1%	0.3%	-10%	-9%	-3%	3%
CN1CCN(CCCNC(=O)c2cc3c(-c4ccc(Cl)cc4)nn(C)c3s2)CC1	3%	14%	-0.5%	-1.5%	0.5%	11%	-1%	4%	12%
CSCCC(NC(=O)c1ccccc1)C(=O)N1CCN(C(C)=O)CC1 (centres undefined)	3%	.	2.8%	.	0.8%[50 µM]	.	-1%	.	.
CCCCN(C)CCNC(=O)CCn1nc(-c2ccc(Cl)cc2)ccc1=O	7%	14%	0.3%	-0.7%	0.4%	7%	2%	1%	-3%
Cc1ccc(N(CC(=O)NC2CCCCC2)C(=O)CNC(=O)c2ccco2)c(C)c1	4%	13%	0.9%	1.3%	-0.1%	0%	-8%	6%	-3%
CC(=O)c1cccc(NC(=O)CCC(=O)Oc2ccc(C)cc2)c1	7%	16%	1.3%	-1.2%	0.0%	8%	-5%	5%	6%
COc1ccc(C(=O)N2CCC3(CC2)NCCc2[nH]cnc23)cc1	11%	5%	-1.2%	0.8%	2.7%	7%	-3%	-8%	-1%
COCCOC(=O)c1c(N)n(CCCN2CCOCC2)c2nc3ccccc3nc12	9%	10%	4.5%	1.1%	-0.1%	-8%	9%	-1%	-10%
Cc1cccc(C)c1NC(=O)CNC(=O)C1CCCC1	-2%	.	-1.1%	.	0.6%[50 µM]	.	-3%	.	.
COc1ccc2c(c1)CC/C(=C/c1cc(OC)c(OC)c(OC)c1)C2=O	15%	17%	7.8%	-2.6%	-0.2%	-10%	-10%	-9%	-3%
COc1ccc(CN(C)C(=O)C23CC4CC(CC(C4)C2)C3)c(OC)c1	3%	7%	2.4%	-1.8%	-0.3%	-2%	2%	61%	3%
CNC(=O)COC(=O)Cc1ccc(Cl)cc1	0%	-3%	1.8%	1.3%	0.7%	-12%	-7%	11%	-8%
CCOC(=O)C1CCCN(C(=O)Cn2cnc3sc(C)c(S(=O)(=O)N4CCOCC4)c3c2=O)C1 (centres undefined)	3%	-2%	-0.2%	-1.3%	0.5%	3%	0%	-5%	5%
Cc1cccc2sc(NS(=O)(=O)c3ccccc3)nc12	6%	0%	1.9%	3.8%	-0.2%	10%	-6%	5%	0%
Cc1ccc(CN2CCN(Cc3nc4c(s3)CCCC4)CC2CCO)cc1 (centres undefined)	4%	19%	-0.4%	-0.6%	0.7%	-11%	6%	13%	5%
COc1cc(N)c(Cl)cc1C(=O)OCC(=O)c1ccc2c(c1)NC(=O)CO2	5%	11%	-1.2%	.	1.1%[50 µM]	.	-2%	.	1%
CC(=O)Nc1ccc(C2=NN(c3ccccc3)C(c3ccccc3)C2)cc1 (centres undefined)	6%	2%	3.2%	-2.3%	0.2%	-9%	-7%	0%	-4%
CCCCn1cnc2c(c(-c3ccccc3)c(-c3ccccc3)n2Cc2ccco2)c1=N	.	6%	13%	0.2%	.	2%	.	10%	-13%
